# Screening data: PubChem, National Center for Advancing Translational Sciences (NCATS)
# Gal4-VP16 FLuc = VP16 counterscreen qHTS for inhibitors of ROR gamma transcriptional activity. 310,000 compounds, 3.5% hits. Potency, µM (top dose mostly 53.6 µM), for inactives: at the top dose activity, negative = inhibition, hits mostly inhibitors. Drosophila S2 Gal4-VP16 UAS-luciferase, luminescence, 20 h;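 further: Gal4-VP16 expression switched on by copper sulfate through the metallothionein promoter; potency means the concentration at half of the fitted maximal effect; on the % scale 0 is the no-effect control and ±100 the full control effect; nearly all actives have a fitted effect of over 50% in size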
# Rab9 prom act = qHTS Assay for Rab9 Promoter Activators. Huh7 Rab9 promoter-luciferase reporter, luminescence, 24 h. Potency, µM (highest dose often 9.22 µM), inactives show top-dose activation, negative = inhibition, hits mostly activators. 320,000 compounds, 2.8% hits. AID 485297, 2010; further: potency means the concentration at half of the fitted maximal effect; % of control where 0% means no effect; nearly all actives have a fitted effect of over 60% in size
#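 Rab9 promoter-driven luciferase in stably transfected Huh7 cells; 1500 cells/well rested 2 h, exposed to compound in DMSO for 24 h at 37 °C, 5% CO2. Luminescence read 10 min after adding luciferase reagent at ambient temperature.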
# NPC1 promoter act = qHTS Assay for NPC1 Promoter Activators; Huh7 NPC1 promoter luciferase reporter, 24 h; Potency, µM (series often up to 9.22 µM), for the others: at the top dose activation, most hits filed as activators; 320,000 compounds, 2.4% hits; AID 485313, 2010;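 further: potency means the concentration at half of the fitted maximal effect; % of control where 0% means no effect; nearly all actives have a fitted effect of over 60% in size; reporter is driven by a mutant NPC1 promoter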
#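 Readout is luciferase luminescence, reflecting NPC1 promoter activation in stably transfected Huh7 cells after 24 h compound exposure at 37 °C in reduced-serum medium with 10% FBS.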
# FLuc modulator = qHTS profiling assay for firefly luciferase inhibitor/activator using purifed enzyme and Km concentrations of substrates (counterscreen for miR-21 project). Luciferin 4-monooxygenase (Photinus pyralis), P08659. purified FLuc, Km substrates, luminescence inhibition. Potency, µM (doses to about 57.5 µM), without a hit: top-dose activity change, negative = inhibition, usual class: inhibitors. 360,000 compounds, 6.9% hits. AID 588342, 2011;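 further: potency means the concentration at half of the fitted maximal effect; plate controls were vehicle for no effect and reference inhibitor for full effect; nearly all actives have a fitted effect of over 55% in size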
# Target sequence (P08659 whole entry, looked up): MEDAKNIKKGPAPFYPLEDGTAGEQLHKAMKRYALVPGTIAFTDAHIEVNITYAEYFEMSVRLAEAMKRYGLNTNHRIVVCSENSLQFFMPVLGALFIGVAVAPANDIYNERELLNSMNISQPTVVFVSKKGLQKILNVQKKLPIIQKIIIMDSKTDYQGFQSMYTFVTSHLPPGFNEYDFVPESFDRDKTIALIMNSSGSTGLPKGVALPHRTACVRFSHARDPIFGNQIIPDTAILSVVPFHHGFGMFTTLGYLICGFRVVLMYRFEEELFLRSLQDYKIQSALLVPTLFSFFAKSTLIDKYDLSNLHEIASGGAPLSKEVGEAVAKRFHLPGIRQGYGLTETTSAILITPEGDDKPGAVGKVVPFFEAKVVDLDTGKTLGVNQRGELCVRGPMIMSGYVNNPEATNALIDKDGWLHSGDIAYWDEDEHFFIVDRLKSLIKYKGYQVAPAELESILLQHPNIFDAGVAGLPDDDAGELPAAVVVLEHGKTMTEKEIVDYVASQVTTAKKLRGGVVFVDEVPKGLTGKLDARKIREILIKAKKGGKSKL
#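 Purified P. pyralis luciferase, 10 nM final, with Km-level 10 uM D-luciferin and 10 uM ATP in 50 mM Tris acetate pH 7.5, 10 mM Mg acetate, 0.01% Tween-20, 0.05% BSA; 6-point qHTS titration about 60 µM downward; luminescence read.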
# ELG1 genotox = qHTS screen for small molecules that induce genotoxicity in human embryonic kidney (HEK293T) cells expressing luciferase-tagged ELG1; Potency, µM (highest dose often 46 µM), inactives show top-dose activity change, positive = activation, actives largely listed as activators; HEK293T ELG1-luciferase reporter, luminescence, 16 h; 330,000 compounds, 1.3% hits; AID 504466, 2011; further: potency means the concentration at half of the fitted maximal effect; % of control where 0% means no effect; nearly all actives have a fitted effect of over 60% in size
#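 Luminescence read-out: rising ELG1-luciferase signal, reflecting elevated ELG1 protein under genetic stress, flags genotoxic compounds. Cells were treated for 16 hr at 37 °C before ONE-Glo detection.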
# RORgamma inh = qHTS for inhibitors of ROR gamma transcriptional activity | Nuclear receptor ROR-gamma (Mus musculus), P51450 | Drosophila S2 Gal4-RORgamma UAS-luciferase reporter, 20 h | Potency, µM (titrated, usually from 53.6 µM), without a hit: at the highest dose activity change, negative = inhibition, usual class: inhibitors | 310,000 compounds, 5.4% hits | AID 2551, 2010; further: potency means the concentration at half of the fitted maximal effect; on the % scale 0 is the no-effect control and ±100 the full control effect; nearly all actives have a fitted effect of over 60% in size
# Target sequence (P51450 whole entry, looked up, the tested form may be a part): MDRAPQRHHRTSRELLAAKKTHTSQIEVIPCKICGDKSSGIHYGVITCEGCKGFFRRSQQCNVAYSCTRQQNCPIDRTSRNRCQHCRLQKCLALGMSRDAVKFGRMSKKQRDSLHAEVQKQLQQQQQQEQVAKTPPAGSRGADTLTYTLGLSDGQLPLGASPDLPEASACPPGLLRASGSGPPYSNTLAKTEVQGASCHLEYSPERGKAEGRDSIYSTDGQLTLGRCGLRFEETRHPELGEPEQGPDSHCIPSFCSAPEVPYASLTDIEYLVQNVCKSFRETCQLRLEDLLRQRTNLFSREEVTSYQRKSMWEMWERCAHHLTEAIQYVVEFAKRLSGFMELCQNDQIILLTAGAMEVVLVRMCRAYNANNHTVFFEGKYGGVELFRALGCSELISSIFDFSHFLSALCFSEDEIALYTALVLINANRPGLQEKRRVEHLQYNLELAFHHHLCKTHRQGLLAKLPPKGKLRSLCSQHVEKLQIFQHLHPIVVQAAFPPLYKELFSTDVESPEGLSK
#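 Using a luciferase readout, inhibitors were identified by reduced reporter activity in Drosophila cells coexpressing a copper-inducible Gal4–ROR gamma fusion and UAS-driven Photinus luciferase, incubated 20 hr after 700 uM copper sulfate.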
# FBPA coupling cs = qHTS Assay for Inhibitors of Fructose-1,6-bisphosphate Aldolase from Giardia Lamblia: Coupling assay counterscreen; activity change, negative = inhibition, % at 58.2 µM, hits read low; 290,000 compounds, 0.67% hits; coupling enzyme system counterscreen, AmpLite Red fluorescence; in the data active means activity change below about -30%; further: on the % scale 0 is the no-effect control and ±100 the full control effect
#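 Counterscreen of the coupled detection system alone, without aldolase: glyceraldehyde-3-phosphate coupling enzymes plus AmpLite Red readout. Compounds at 57.5 uM final, 10 min RT preincubation, 20 min RT reaction, fluorescence 525/598 nm.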
# Giardia killer = Small Molecules that selectively kill Giardia lamblia: qHTS. Giardia lamblia trophozoite viability. activity change, % at 7.66 µM, hits read low. 340,000 compounds, 0.15% hits. AID 540267, 2011; in the data active means activity change below about -80%; inconclusive means between about -30% and that limit;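 further: parasites exposed to compound for two days anaerobically before the ATP read; on the % scale 0 is the no-effect control and ±100 the full control effect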
#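 Killing of trophozoites was scored by loss of ATP luminescence after a 48 hrs anaerobic exposure to compounds at 37 deg C, using 100 cells per well.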
# uPA surface inh = qHTS for Inhibitors of Cell Surface uPA Generation; cell surface uPA generation assay, qHTS; Potency, µM (doses to about 38.3 µM), for the others: top-dose activity change, negative = inhibition, usual class: inhibitors; 330,000 compounds, 0.31% hits; active means well fitted inhibition curve with a large enough effect; inconclusive means small, poorly fitted or top-dose-only effect; inactive means no such curve, though single readings can be large or run the other way; tested in mouse RAW 264.7 cells; further: potency means the concentration at half of the fitted maximal effect; on the % scale 0 is the no-effect control and ±100 the full control effect; nearly all actives have a fitted effect of over 55% in size
# Tb PFK inh = qHTS Assay to Find Inhibitors of T. brucei phosphofructokinase; 330,000 compounds, 0.17% hits; Potency, µM (titrated, usually from 57.5 µM), for the others: at the highest dose activity, negative = inhibition, most hits filed as inhibitors; T. brucei PFK, ADP-Glo luminescence; ATP-dependent 6-phosphofructokinase (Trypanosoma brucei brucei), O15648;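 further: potency means the concentration at half of the fitted maximal effect; 0% = uninhibited 1x PFK enzyme wells and -100% = no-enzyme wells; nearly all actives have a fitted effect of over 60% in size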
#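 PFK 1.25 nM, F6P 0.5 mM, ATP 0.1 mM, 0.1 M TEA pH 8.0, 5 mM MgCl2, 0.01% Tween20, 0.1% BSA; 45 min RT. ADP-Glo readout. qHTS titration up to 57 uM; curves fitted, compounds curve-classed.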
# KCNH2 3.1 block = qHTS for Inhibitors of KCHN2 3.1: Mutant qHTS. Potassium voltage-gated channel subfamily H member 2, brain isoform KCNH2 3.1 (human). U2OS KCNH2 3.1, thallium flux FluxOr; hits give low values. activity change, % (tested at about 1.8 µM). 340,000 compounds, 0.95% hits. AID 720553, 2013;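 active means maximum activity change below -70%; inconclusive means maximum activity change from -70% to -50%; inactive means maximum activity change above -50%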;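 further: thallium influx rate constant from kinetic fluorescence after stimulation buffer; on the % scale 0 is the no-effect control and ±100 the full control effect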
#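 U2OS cells transduced with KCNH2 3.1 mutant virus (1.77 x 10^8 /mL, 4 h), plated overnight at 37 C, loaded 45 min with FluxOr dye plus Red40 quencher. Thallium flux rate constant from kinetic reads after stimulation buffer, normalised to controls.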
# * = called active by the depositor; ? = inconclusive; · = no result given; & = joins results of further samples; [ ] = remark or other dose. Unless noted, the call rests on the fitted dose curve; in most records, active means well fitted curve in the direction sought with a large enough effect; inconclusive means small, poorly fitted or top-dose-only effect, or another doubt; inactive means no such curve, though single readings can be large; an effect the other way counts as inactive or inconclusive. An unsorted share of the library; overall some 14% were active at least once.
SMILES,Gal4-VP16 FLuc,Rab9 prom act,NPC1 promoter act,FLuc modulator,ELG1 genotox,RORgamma inh,FBPA coupling cs,Giardia killer,uPA surface inh,Tb PFK inh,KCNH2 3.1 block
COc1ccc(-c2csc(NC(=O)CN3C(=O)NC4(CCCC4)C3=O)n2)cc1OC,·,-5%,-3%,-1%,-1%,·,·,-10,13%,0%,-3
Cc1cnc(CN(C)Cc2c(C(=O)N3CCc4ccccc4C3)nc3ccc(Cl)cn23)[nH]1,-8%,-4%,-9%,-2%,-2%,-35%,1,14,-5%,-3%,-11
Cc1cccc(CCNC(=O)c2cccc3c2C(=O)N(C2CCCCC2)C3)c1,1%,4%,-4%,2%,-9%,26%,1,15,5%,-9%,-21
O=C(O)c1cnc(-c2ccccc2)nc1Oc1ccc(Cl)cc1,-9%,-3%,-2%,?,0%,-23%,15,0,0%,-1%,2
CN(C(=O)CSc1nnc(-c2ccco2)n1N)C1CCCCC1,2%,-3%,-2%,-3%,-4%,24%,-4,?,2%,1%,22
O=C(NC(=S)Nc1cc(S(=O)(=O)N2CCOCC2)ccc1O)c1ccco1,24%,4%,1%,?,0%,?,0,4,-2%,0%,-6
COc1ccc(C(=O)/C=C/Nc2ccc(S(N)(=O)=O)cc2)cc1OC,-22%,1%,8%,0%,0%,-16%,2,13,-3%,-12%,7
CC(=O)Nc1ccc(NC(=O)C(C)OC(=O)c2c(C)nn(-c3ccccc3)c2Cl)cc1 (stereo not given),·,-3%,-4%,?,0%,·,·,11,4%,-3%,-16
Cc1coc2c1c(C)cc1oc(=O)c(CC(=O)N[C@@H](CC(C)C)C(=O)O)c(C)c12,15%,3%,-2%,?,0%,11%,3,37[activator],6%,22%,4
CCOC(=O)c1ccc2nc(C)c(CC)c(Cl)c2c1,-4%,-13%,8%,?,0%,19%,2,10,3%,-11%,0
O=C1C(Cl)=C(N2CCOCC2)C(=O)N1c1cccc(Cl)c1,?,-2%,-2%,-1%,4%,?,5,-8,-4%,1%,-4
COC(=O)CSc1nnc(-c2ccc(OC)c(OC)c2)o1,5%,-2%,-5%,-23%,1%,-4%,3,1,-3%,0%,-3
S=c1[nH]nc(-c2ccc(Cl)cc2)n1-c1ccc2c(c1)OCCO2,7.1µM*,-3%,-3%,-18%,5%,3.2µM*,-1,8,-2%,-11%,10
COc1ccc(NC(=O)c2cc(-c3cccnc3)nc3ccc(C)cc23)cc1OC,?,8%,1%,?,1%,?,·,12,·,-3%,-1
Cc1cccn2c(/C=N/OCc3cccc(F)c3)c(-c3ccc(Cl)cc3)nc12,-6%,-3%,-2%,-2%,-4%,2.2µM*,-1,4,1%,-1%,1
COc1ccc2nc(NC(=O)c3ccccc3F)sc2c1,?,0.32µM*,0.45µM*,0.34µM*,?,?,0,-30,10µM*,-5%,9
CC1=C(C(=O)OC(C)(C)C)C(c2cccc3ccccc23)NC(=O)N1 (stereo not given),-14%,2%,-4%,1%,-6%,25%,0,25,2%,1%,13
COc1ccc(NC(=O)c2cc(-c3cccs3)on2)cc1,4%,-3%,1%,?,16µM*,3%,1,16,0%,0%,-17
O=C(NC1CCCCC1)N1CCC(c2nc3ccc(Cl)cc3[nH]2)CC1,1%,-5%,9%,?,4%,-8%,-1,12,·,3%,13
CN1C(=O)/C(=C/c2ccc3c(c2)OCO3)N=C1c1ccccc1,?,-2%,0%,4.8µM*,-2%,14%,1,-11,-2%,2%,-123*
CCCn1c(SCC(=O)Nc2ccccc2Oc2ccccc2)n[nH]c1=O,?,0%,0%,6%,-6%,9%,-1,2,-6%,-2%,-27
CN(C)/C=C(\C(=O)c1ccccc1)c1nnnn1-c1ccccc1,-5%,-3%,-4%,-1%,0%,9%,0,10,-2%,1%,3
Cc1ccc(-n2cc(CN3CCCN(C=O)CC3)c(-c3ccc(F)cc3)n2)cc1,7%,-3%,-4%,?,-1%,4%,-5,-21,0%,-7%,1
O=C1C2C3C=CC(C3)C2C(=O)N1c1cccc2ccccc12 (stereo not given),-6%,-8%,-1%,-18%,0%,-10%,3,-9,0%,-6%,8
CC(C)n1c(-c2ccccc2F)n[nH]c1=S,11µM*,-5%,-1%,-1%,-1%,3.2µM*,1,-4,·,3%,7
OCC(CO)(CO)NCC(O)CN1c2ccccc2Sc2ccccc21 (stereo not given),-1%,?,-7%,2%,-4%,-2%,0,3,3%,-11%,13
CCC(CC)C(=O)Nc1ccc(-c2cn3cccnc3n2)cc1,-1%,13%,5%,?,6%,22%,3,16,-3%,7%,8
CCOC(=O)c1ccc(NC(=O)CNC(=O)c2ccccc2)cc1,0%,-12%,-4%,5%,1%,-1%,0,14,·,0%,11
COc1ccc(CC(=O)Oc2ccc(F)cc2)cc1,-11%,5%,11%,-16%,-2%,12%,0,20,?,-4%,0
CCC1(C)Cc2ccccc2C(=S)N1 (stereo not given),?,0%,-4%,-3%,-6%,8.9µM*,-3,2,-4%,1%,·
O=C(COC(=O)c1ccc(N2CCOCC2)c([N+](=O)[O-])c1)Nc1ccc2c(c1)OCO2,-1%,2%,-7%,1%,2%,17%,2,-6,4%,7%,3
CCCN1CCN(CCCNC(=O)c2cc3c(s2)-c2ccccc2OC3)CC1,-4%,-1%,-1%,4%&0%,3%,-20%,0,4,-21%,2%,18
COc1cc(C)ccc1OCc1cc(C(=O)N2CCCCCCC2)no1,26%,4.5µM*,?,21µM*,?,40%,·,16,11%,1%,-5
O=C(N/N=C\c1cccc(Cl)c1)c1n[nH]c2c1CCCC2,?,0.71µM*,2.5µM*,1.7µM*,?,-15%,-10,-2,-7%,0%,1
CCCc1cc(=O)oc2cc(OCc3cc(OC)c(OC)c(OC)c3)c(Cl)cc12,-3%,0%,-1%,1%,2%,3%,2,-3,0%,1%,13
Cc1occc1-c1nnc(SCC(=O)NC2CCCCC2C)o1 (stereo not given),·,0%,-3%,1%,-1%,·,·,16,3%,0%,7
COc1ccc(-n2c(N)c(C(=O)NCC3CCCO3)c3nc4ccccc4nc32)c(OC)c1 (stereo not given),-12%,1%,-15%,4%,-4%,27%,-30*,-12,-3%,1%,-8
O=C(COC(=O)c1cccc(S(=O)(=O)N2CCCCC2)c1)NC1CCCCC1,·,-3%,-3%,6%,-1%,·,·,-5,8%,-2%,1
COc1ccc(C2C(C#N)=C(/N=C/N3CCOCC3)OC3=C2C(=O)CC(C)(C)C3)cc1OC (stereo not given),-3%,0%,-1%,2%,3%,-10%,4,12,·,-1%,10
COc1cccc(OCCOCCNCCO)c1,1%,-1%,2%,1%,1%,-15%,-1,·,·,2%,·
CCCNS(=O)(=O)c1ccc(OCC(=O)Nc2ccc3c(c2)OCO3)cc1,2%,-9%,-1%,-5%,-5%,2%,1,-3,3%,-8%,-6
CCOC(=O)c1ccc(NC(=O)Cn2cccc2)cc1,-9%,16%,17%,?,0%,?,0,-2,·,4%,-4
O=C(CCNC(=O)c1ccccc1Cl)N/N=C\c1ccc(O)cc1,1%,-10%,0%,-12%,1%,0%,-21,3,3%,0%,30
O=C(NCCc1ccc(Cl)cc1)c1ccc2nccnc2c1,-7%,4µM*,2.2µM*,11µM*,16%,14%,·,45[activator],-5%,5%,2
COc1ccc(CN=C2Nc3ccccc3CS2)cc1,-4%,1.6µM*,1µM*,2.7µM*,?,0%,-1,-11,-6%,-10%,-22
Nc1nnc(SCC(=O)NNC(=O)c2ccccc2F)s1,·,·,·,·,1%,·,·,-3,-6%,2%,-16
C#CCSc1n[nH]c(-c2ccco2)n1,-19%,1%,3%,1%,0%,-82%,2,4,11%,4%,3
COc1ccccc1CN(C)C(C)C(=O)Nc1cccc(C(C)=O)c1 (stereo not given),-6%,-9%,-11%,3%,-2%,-8%,3,16,2%,2%,-4
O=S(=O)(c1cccc(F)c1)N1CCN(c2nc(-c3cccnc3)nc3ccccc23)CC1,·,·,·,·,-8%,·,·,5,8%,0%,-21
Cc1cc(=O)oc2cc(OC(C)C(=O)NCC3CCCO3)ccc12 (stereo not given),0%,-3%,-1%,1%,0%,-14%,1,41[activator],-5%,-1%,-9
CCOC(=O)C1=C(C)OC(N)=C(C#N)C1c1cc(OC)c2c(c1)OCO2 (stereo not given),10%,4%,0%,6%,-1%,-1%,0,-2,-5%,1%,-10
